Assay outcomes (PubChem BioAssay)
dFosB activator: mouse delta FosB homodimer activation | hit rate 0.99% among 340,000 | P13346 | activation, % at 25 µM | purified delta FosB, TAMRA-CDK5 oligo fluorescence polarization; percent of positive-control signal above neutral wells;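 active means mean activation above about 17%, with every replicate also reaching it, limit read from the data, passing the limit was not always enough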;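 further: fluorescence polarization rise as delta FosB binds a TAMRA Cdk5 AP-1 oligo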
Target sequence (P13346 whole entry, looked up): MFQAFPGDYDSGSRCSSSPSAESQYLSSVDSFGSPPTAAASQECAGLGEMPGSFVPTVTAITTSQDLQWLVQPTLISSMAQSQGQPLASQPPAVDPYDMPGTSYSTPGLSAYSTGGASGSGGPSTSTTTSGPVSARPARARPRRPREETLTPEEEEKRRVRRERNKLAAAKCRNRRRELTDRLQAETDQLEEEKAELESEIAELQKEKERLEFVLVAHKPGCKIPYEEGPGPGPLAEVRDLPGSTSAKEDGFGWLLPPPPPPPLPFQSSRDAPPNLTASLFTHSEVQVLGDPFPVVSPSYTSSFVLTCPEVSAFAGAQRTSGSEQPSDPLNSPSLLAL
NSD2 HMT inh: NSD2 (human) methyltransferase inhibition | O96028 | NSD2 peptide methylation, AlphaScreen, 120 min | inhibition, % at 12.5 µM | hit rate 0.54% among 310,000 | AID 743445; in the data active means inhibition above about 50%
PKA-R2B activ: activators of human PKA-R2B complex | P22694+P31323 | PKA-R2B holoenzyme dissociation, Cy5-IP20 fluorescence polarization; R2B truncated from residue 108, S112A mutant; 0% DMSO only, 100% 113 µM cGMP | activation, % at 11.4 µM | hit rate 0.079% among 340,000 | AID 504700;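 active means activation above a cutoff set at the mean over all compounds plus 3 SD, cut at about 18% in these data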;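 further: higher means more holoenzyme dissociation and a rise in polarization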
SUMO Mot1 rescue: inhibitors of SUMOylation pathway: yeast Mot1-301 growth rescue; S. cerevisiae Mot1-301 growth rescue, ATP luminescence, 38.5C; percent above DMSO median, 100 means doubled; growth rescue, % at 18.8 µM; hit rate 1% among 320,000;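 active means every valid replicate shows activation above 250% relative to neutral control wells; inactive means the rest, any valid replicate at or below 250%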;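 further: OY570 slx delta 5 strain wells were the positive control but not used for scaling; some compounds called inactive have numbers as strong as hits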
SR-BI HDL uptake: inhibitors of mouse SR-BI mediated HDL lipid uptake; Q61009; ldlA[mSR-BI] CHO cells, DiI-HDL uptake fluorescence, 3 h; inhibition, % at 12.5 µM; hit rate 0.96% among 320,000;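 active means mean replicate inhibition of at least 70% and a set share of replicates each scoring 70 or more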;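 further: 0% = median of neutral control wells and 100% = median of positive control wells; values of inactives mirror those of a sister screen read the other way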
MITF TRPM1 HTS: MITF TRPM1 promoter activation in melanoma cells; activation, % at 12.5 µM; hit rate 0.75% among 300,000; SK-MEL-5 TRPM1-promoter luciferase, 24 h; % of positive control, neutral wells = 0;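 active means mean activation of at least 80% with every replicate also reaching 80%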;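 further: 0% = neutral control wells and 100% = parthenolide positive control wells; values of inactives mirror those of a sister screen read the other way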
PKA-R1A activ: PKA-R1A complex activation; hit rate 0.083% among 340,000; P00514+P68181; activation, % at 11.4 µM; AID 504707; PKA-R1A dissociation, Cy5-IP20 fluorescence polarization; scaled: DMSO 0%, 113 µM cGMP 100%;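 active means percent activation above the mean of all tested compounds plus 3 SD, cut at about 19% in these data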;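 further: higher means more PKAc released from R1A so a rise in polarization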
CDK5 inh: CDK5/p35 (human) kinase inhibition; hit rate 0.01% among 330,000; AID 488839; Recombinant CDK5/p35, ADP-Glo luminescence, 60 min; inhibition, % at 10 µM;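 active means highest replicate inhibition of at least 50% and at least 75% of replicates reaching 50%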;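 further: plate controls were DMSO neutral control for no effect and GW8510 at 10 µM for full effect; many of its hits are not listed in these tables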
Target sequence (Q00535 whole entry, looked up): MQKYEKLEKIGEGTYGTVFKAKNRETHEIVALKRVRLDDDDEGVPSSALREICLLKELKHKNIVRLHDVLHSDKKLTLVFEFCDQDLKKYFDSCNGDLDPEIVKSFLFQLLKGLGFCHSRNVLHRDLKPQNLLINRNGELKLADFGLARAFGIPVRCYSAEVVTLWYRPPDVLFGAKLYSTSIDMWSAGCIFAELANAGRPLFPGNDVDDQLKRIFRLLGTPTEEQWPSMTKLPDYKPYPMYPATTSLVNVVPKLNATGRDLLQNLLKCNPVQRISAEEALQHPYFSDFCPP
Target sequence (Q15078 whole entry, looked up): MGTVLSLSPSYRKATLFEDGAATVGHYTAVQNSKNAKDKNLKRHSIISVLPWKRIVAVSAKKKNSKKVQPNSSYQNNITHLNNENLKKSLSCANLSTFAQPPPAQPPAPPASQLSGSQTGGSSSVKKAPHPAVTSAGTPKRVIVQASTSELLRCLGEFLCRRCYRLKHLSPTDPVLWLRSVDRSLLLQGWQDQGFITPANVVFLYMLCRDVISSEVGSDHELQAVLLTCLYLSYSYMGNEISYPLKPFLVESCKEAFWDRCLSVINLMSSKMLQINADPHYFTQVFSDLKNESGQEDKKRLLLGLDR
Pemphigus Ab inh: human desmoglein-3 autoantibody binding inhibition; binding (percent of control), % at 10 µM; P32926; hit rate 0.48% among 310,000; DSG3-coupled beads, scFv-anti-DSG3-GFP binding, flow cytometry; stronger effect = lower value;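 active means binding more than 3 SD below its plate's average and above zero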;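 further: hits lower antibody fragment binding to DSG3; some compounds called inactive have numbers as strong as hits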
SR-BI DiI-HDL act: activators of SR-BI mediated HDL lipid uptake; CHO ldlA[mSR-BI] cells, DiI-HDL uptake fluorescence, 3 h; 100 = double the neutral-control signal; hit rate 0.096% among 320,000; activation, % at 12.5 µM;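 active means mean replicate activation of at least 60% and every replicate at or above 60%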;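 further: 0% = median plate neutral-control signal and 100% = twice that signal; values of inactives mirror those of a sister screen read the other way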
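system = CHO ldlA[mSR-BI] cells, LDL receptor-null, SR-BI overexpressing | medium = Ham's F12 with 0.5% BSA, HEPES 25 mM, pH 7.4 | probe or stimulus = DiI-HDL 10 µg/mL | compound dosing = single-point compound dose | incubation = compound exposure 3 h, 37 °C | technique = DiI fluorescence, bottom read | read-out = cell-associated DiI fluorescence as measure of HDL uptake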
Arrestin-AP2 inh: human beta-arrestin and AP2 interaction inhibition | hit rate 0.31% among 340,000 | inhibition, % at 10 µM | FITC-arrestin peptide / GST-AP2 beads, flow cytometry; AP2 beta2 appendage carries R879A mutation;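 active means inhibition above a set limit, near 3 SD of compounds lacking own fluorescence, cut at about 54% in these data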;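 further: plate controls were DMSO wells for no effect and 5 µM unlabelled arrestin peptide for full effect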
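Material – AP2 appendage R879A on GSH beads · Buffer or medium – PBS with 0.05% Tween 20 and 0.1% BSA · Probe or stimulus – fluorescein-tagged arrestin peptide at 50 nM final · Incubation – compound with beads 12 min RT, then probe 1 h RT · Detection – high-throughput flow cytometry of beads, ex 488, em 535 nm · Evaluation – percent response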
An asterisk follows results filed as active; nt = not tested or not shown; + = active, no number. Rows were taken by chance; overall some 4.7% were active at least once.

SMILES	dFosB activator	NSD2 HMT inh	PKA-R2B activ	SUMO Mot1 rescue	SR-BI HDL uptake	MITF TRPM1 HTS	PKA-R1A activ	CDK5 inh	Pemphigus Ab inh	SR-BI DiI-HDL act	Arrestin-AP2 inh
COc1ccc(N2CC(C)(C)C2=O)cc1	9	-3	0	-13	2	12	-5	0.8	100	-2	-10
COc1ccc(/C=N/NC(=O)C2(O)c3ccccc3-c3ccccc32)cc1	3	0	4	3	39	-3	-4	-2.1	121	-39	33
Cc1ccc(S(=O)(=O)N2CCN(C(=O)CN3CCCCC3)C2)cc1	-5	7	-4	-15	9	-12	0	1.8	108	-9	31
COC(=O)/C=C1/N/C(=N\c2nc(C)cc(C)n2)N(c2cccc(C)c2)C1=O	0	nt	0	3	-10	7	-18	0.7	101	10	-5
Cc1nc2cc(NC(=O)NCCCO)ccc2o1	-7	3	-11	5	-3	1	-2	0.3	nt	3	30
CCN1C[C@@H]2[C@@H]3C(=O)N(C)C(=O)[C@@H]3[C@](C)(C1=O)N2C(=O)c1ccc(C(C)(C)C)cc1	-7	nt	4	nt	-10	7	10	-0.7	98	10	4
Cc1ccc(-c2nnn(CC(=O)N(C)C3CCCCC3)n2)o1	-6	0	-8	-2	-12	-13	-6	2.6	97	12	6
Cc1sc2ncnc(N3CCC(C(=O)NNC(=O)c4ccccc4Cl)CC3)c2c1C	-1	0	4	-8	64	-5	5	1.5	106	-64	1
CC(c1nc2ccccc2c(=O)[nH]1)N(C)CCOc1ccc(Cl)cc1 (centres undefined)	-3	0	-5	10	-1	-7	4	-0.6	87	1	26
COc1ccc(OC)c(C(C)NC(=O)c2ccc(Br)cc2)c1 (centres undefined)	5	-2	-7	nt	-6	4	-5	-0.7	101	6	-2
CCOC(=O)N1CCN(CC(O)c2c[nH]c3ccc(OC)cc23)CC1 (centres undefined)	-6	-1	-5	-11	13	-13	-6	0.3	117	-13	-3
Cc1cccc(NC(=O)C2CCCN(C(=O)NC3CCCCC3)C2)c1C (centres undefined)	-2	0	1	-9	-10	nt	-1	1.3	99	10	0

Compound profiles, as listed above. Screens in order: dFosB activator	NSD2 HMT inh	PKA-R2B activ	SUMO Mot1 rescue	SR-BI HDL uptake	MITF TRPM1 HTS	PKA-R1A activ	CDK5 inh	Pemphigus Ab inh	SR-BI DiI-HDL act	Arrestin-AP2 inh
Record of `COc1ccc(N2CC(C)(C)C2=O)cc1` → 9	-3	0	-13	2	12	-5	0.8	100	-2	-10
Record of `CC(c1nc2ccccc2c(=O)[nH]1)N(C)CCOc1ccc(Cl)cc1` (centres undefined) → -3	0	-5	10	-1	-7	4	-0.6	87	1	26

The results go on.
SMILES	dFosB activator	NSD2 HMT inh	PKA-R2B activ	SUMO Mot1 rescue	SR-BI HDL uptake	MITF TRPM1 HTS	PKA-R1A activ	CDK5 inh	Pemphigus Ab inh	SR-BI DiI-HDL act	Arrestin-AP2 inh
COc1ccccc1C(=O)NCCC(=O)N1CCN(c2ccccc2Cl)CC1	2	8	-13	8	-6	3	-6	0.1	104	6	-1
CCOc1ccc(C(=O)Nc2ccc(NC(=O)c3ccco3)c(Cl)c2)cc1Cl	-5	-2	1	-5	68	-9	-6	0.6	112	-68	-4
Cc1nn(-c2ccccc2)c(N2CCCC2)c1/C=N/NC(=O)C1CC1	-3	-1	-17	-4	50	1	4	-1.5	112	-50	4
O=C(Nc1ccccc1N1CCCCC1)C1CCN(S(=O)(=O)c2ccccc2C(F)(F)F)CC1	-8	-2	-6	1	41	-6	-4	-4.2	101	-41	-3
CN(Cc1ccccc1)S(=O)(=O)c1ccc2c(c1)CCC(=O)N2	-7	-3	3	-3	-16	4	-8	-1.1	nt	16	22
NC(=O)CC(NC(=O)Cc1ccc(Br)cc1)c1ccc(NCc2ccc(F)c(F)c2)c([N+](=O)[O-])c1 (centres undefined)	52*	nt	-8	7	-12	3	-5	-1.1	104	12	-1
CSc1ccccc1C(=O)Nc1ccc2c(c1)CCC2	-2	-1	0	-10	32	24	4	1.0	103	-32	9
CC(=O)Nc1ccc(S(=O)(=O)NC2(C(F)(F)F)NC(=O)N(CC(C)C)C2=O)cc1 (centres undefined)	-2	-2	-2	-3	-14	6	6	-4.5	100	14	7
CCOCc1cn(CC(=O)c2ccc(Cl)cc2)c(C)nc1=N	-2	nt	3	47	4	-4	-7	0.5	110	nt	11
COc1ccccc1NC(=S)N1CC(C)(C)C1=O	2	-6	-17	12	-5	18	-1	0.0	94	5	3
COc1ccccc1C(=O)Nc1ccc(NC(=O)c2ccco2)cn1	-13	0	-2	0	nt	92*	3	1.0	121	nt	20
Cc1cccc(N2CCN(S(=O)(=O)c3cc(-c4cc(C)no4)ccc3C)CC2C)c1 (centres undefined)	-5	29	-3	-6	44	-50	2	-0.6	104	-44	14
CC(C)(C)OC(=O)NCCCCCO	5	nt	7	15	-6	16	1	-0.9	97	6	-6
CN(C)CCOc1ccc(/C(=C(/CCCl)c2ccccc2)c2ccccc2)cc1	16	nt	9	nt	-5	0	8	2.2	113	5	4
CC12C(=O)N(Cc3ccccc3)C(=O)C1C1C=CC2C1 (centres undefined)	-7	4	-2	1	-8	nt	-8	-0.5	nt	8	5
CC(C)OCCCNc1ncnc2c1nc1n2CCCC1	-5	-1	-8	-5	-2	14	3	1.9	101	2	9
COc1cc(/C=C/C(=O)O)ccc1OS(=O)(=O)c1cc(Br)ccc1C	2	-3	-1	-5	-8	-2	-10	0.6	108	8	56*
COc1ccc(S(=O)(=O)Nc2nc3ccccc3s2)cc1OC	-7	-1	6	-15	0	-6	-2	0.7	105	0	6
Cc1ccc(OCCNC(=O)CNC(=O)c2ccc(Cl)c([N+](=O)[O-])c2)cc1	-12	12	-9	1	6	-9	-2	-0.6	99	-6	15
Cc1ccc(S(=O)(=O)N2CCC(=O)N(CCOC(=O)Nc3cc(C)cc(C)c3)CC2)cc1	-3	nt	8	-14	-19	-1	4	-0.2	100	19	24
C=CCn1cc(C(=O)NCc2ccc(Cl)cc2)c(=O)c2cc(S(=O)(=O)N(CC)CC)ccc21	8	2	-7	-9	-16	4	-13	-0.3	111	16	5
COc1cc2c(cc1OC)CN(S(=O)(=O)c1cccc(F)c1)CC2	5	1	0	+	11	-8	-3	0.1	91	-11	25
COc1cccc(C2/C(=C(\O)c3ccc4c(c3)OCCO4)C(=O)C(=O)N2CC2CCCO2)c1 (centres undefined)	-10	1	-1	9	-11	9	-3	-2.3	nt	11	-4
Cc1ccc(N2C(=O)C3C4C=CC(CNC(=S)Nc5ccc(Cl)cc5)(O4)C3C2=O)cc1 (centres undefined)	-7	3	-1	219	51	17	-2	-1.9	122	-51	27
Cc1ccc(/C=C/S(=O)(=O)NCC(=O)O)cc1	-2	-4	-19	nt	-3	15	8	-0.5	99	3	-9
COc1cc(/C=C(\C#N)c2nc3ccccc3o2)ccc1O	-8	nt	-10	-22	2	6	0	0.4	96	-2	4
COCCn1c(SCc2ccc(C(=O)OC)o2)nc2cc(Cl)ccc2c1=O	-12	-4	-4	3	27	-15	-1	-0.5	87	-27	28
Cc1ccc(C(=O)NNS(=O)(=O)c2ccccc2[N+](=O)[O-])cc1	-3	-3	-14	-16	-15	-1	5	0.0	108	15	7
COC(=O)C1=C(NC(=O)COc2ccc3ccccc3c2)CCS1	-2	-1	-8	-22	-11	12	-9	-1.6	100	11	-3
O=C(CSc1ccc(Cl)cc1)N/N=C/c1ccc([N+](=O)[O-])o1	1	-1	3	0	-14	-61	5	1.4	97	14	15
Cc1ccc(-c2nn3c(C)nnc3c3ccccc23)cc1S(=O)(=O)N(C)CCO	-8	-5	-5	18	40	6	-1	2.4	117	-40	-5
CC(C)(O)C#Cc1ccc(C(=O)N2CCCC2C(=O)O)s1 (centres undefined)	-1	-1	-4	2	-1	0	-10	-0.7	110	1	-3
O=C(Nc1ccccc1)N1CCCCC1c1cccnc1 (centres undefined)	2	-1	-1	189	2	nt	-1	-1.5	99	-2	2
COc1ccc(-n2c(C)cc(/C=C3\SC(=S)N(Cc4ccco4)C3=O)c2C)cc1	-12	4	2	6	45	29	-4	-2.2	108	-45	-4
Cc1cc(NC(=NC2CC2)c2ccccc2F)n(-c2ccccc2)n1	-5	4	-7	-3	19	1	4	1.1	101	-19	3

Structural class: those above with four or more nitrogen atoms (9)
SMILES	dFosB activator	NSD2 HMT inh	PKA-R2B activ	SUMO Mot1 rescue	SR-BI HDL uptake	MITF TRPM1 HTS	PKA-R1A activ	CDK5 inh	Pemphigus Ab inh	SR-BI DiI-HDL act	Arrestin-AP2 inh
COC(=O)/C=C1/N/C(=N\c2nc(C)cc(C)n2)N(c2cccc(C)c2)C1=O	0	nt	0	3	-10	7	-18	0.7	101	10	-5
Cc1ccc(-c2nnn(CC(=O)N(C)C3CCCCC3)n2)o1	-6	0	-8	-2	-12	-13	-6	2.6	97	12	6
Cc1sc2ncnc(N3CCC(C(=O)NNC(=O)c4ccccc4Cl)CC3)c2c1C	-1	0	4	-8	64	-5	5	1.5	106	-64	1
Cc1nn(-c2ccccc2)c(N2CCCC2)c1/C=N/NC(=O)C1CC1	-3	-1	-17	-4	50	1	4	-1.5	112	-50	4
NC(=O)CC(NC(=O)Cc1ccc(Br)cc1)c1ccc(NCc2ccc(F)c(F)c2)c([N+](=O)[O-])c1 (centres undefined)	52*	nt	-8	7	-12	3	-5	-1.1	104	12	-1
CC(=O)Nc1ccc(S(=O)(=O)NC2(C(F)(F)F)NC(=O)N(CC(C)C)C2=O)cc1 (centres undefined)	-2	-2	-2	-3	-14	6	6	-4.5	100	14	7
CC(C)OCCCNc1ncnc2c1nc1n2CCCC1	-5	-1	-8	-5	-2	14	3	1.9	101	2	9
Cc1ccc(-c2nn3c(C)nnc3c3ccccc23)cc1S(=O)(=O)N(C)CCO	-8	-5	-5	18	40	6	-1	2.4	117	-40	-5
Cc1cc(NC(=NC2CC2)c2ccccc2F)n(-c2ccccc2)n1	-5	4	-7	-3	19	1	4	1.1	101	-19	3
